Compound activity: PubChem BioAssay, several laboratories
Runt-SMMHC FRET: inhibitors of RUNX1 Runt–CBFb-SMMHC binding, primary screen, biochemical, FRET, Cerulean-Runt, Venus-CBFb-SMMHC, uHTS | Runt-related transcription factor 1 (Homo sapiens) + Core-binding factor subunit beta … | Cerulean-Runt/Venus-CBFb-SMMHC FRET ratio 530/480, 1 h | inhibition, % at 20 µM | actives 0.74% (n = 220,000) | AID 1434, 2008;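 active means mean inhibition across duplicate retests at 20 µM reaching about 50%, limit read from the data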;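 further: 0% = DMSO wells and 100% = wells with excess untagged CBFb-SMMHC; inhibitors lower the FRET ratio by blocking Runt binding to CBFb-SMMHC; some results filed as inactive read as strong as hits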
Runt-CBFb FRET: inhibitors of RUNX1 Runt–CBFb binding, primary screen, biochemical, FRET, Cerulean-Runt, Venus-CBFb, uHTS; actives 0.46% (n = 220,000); Cerulean-Runt/Venus-CBFb FRET ratio 530/480, 1 h; inhibition, % at 20 µM; AID 1496, 2009; Runt-related transcription factor 1 (Homo sapiens) + Core-binding factor subunit beta …;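 active means inhibition over about 50% at 20 µM in the single-dose screen, limit read from the data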;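 further: 0% = DMSO wells and 100% = excess unlabeled CBFb competitor control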
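Schedule: protein complex preformed 1 h, compound exposure 1 h, room temperature, dark; test system: Cerulean-labeled Runt domain protein; amount: 100 nM per protein; buffer or medium: Tris 50 mM pH 7.5, KCl, K2SO4, 0.01% BSA; read-out: loss of energy transfer signal; detection: FRET fluorescence; controls: 5 µM unlabeled CBFb as full-inhibition high control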
TNF death inh: inhibitors of TNF-alpha triggered necroptosis, primary screen, cell-based, Jurkat FADD-/-, single concentration. Jurkat FADD-/- TNF necroptosis rescue, ATP luminescence, 24 h; 0 = TNF only, 100 = no-TNF cells. activation (protection from cell death), % at 10 µM. actives 0.068% (n = 220,000);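 active means activation, meaning protection from cell death, of at least 50% relative to plate controls; inactive means activation below 50%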;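 further: necroptosis triggered by 40 ng/mL TNF-alpha added together with compound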
Hck Nef HTS: inhibitors of Nef-activated human Hck kinase, primary screen, biochemical, Z-Lyte FRET, 384-well, Hck-YEEI. Recombinant Hck-YEEI plus Nef, Z-Lyte FRET kinase assay. inhibition, % at 20 µM. actives 0.68% (n = 220,000). AID 463187, 2010;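 active means Hck-Nef kinase inhibition above about 50%, limit read from the data; inactive means inhibition below that limit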;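 further: 0% = DMSO with Hck plus Nef and 100% = Hck alone without Nef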
RBBP9 inh: human RBBP9 inhibitors, primary screen, biochemical, fluorescence polarization, FP-Rh probe, HTS. Serine hydrolase RBBP9 (Homo sapiens), O75884. recombinant RBBP9. inhibition, % at 7.94 µM. actives 0.2% (n = 220,000);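 active means inhibition above the campaign mean of all tested compounds plus 3 SD, cut at about 14% in these data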;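 further: plate controls were DMSO wells with RBBP9 for no effect and wells lacking RBBP9 protein for full effect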
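System: RBBP9 protein / Buffer or medium: Tris/NaCl buffer pH 8.0 with 0.1% Pluronic / Probe or stimulus: Serine-hydrolase probe FP-Rh, 375 nM pre-mixing / Dosing: 7.94 µM single dose, 0.794% DMSO / Times: enzyme-compound preincubation 30 min, then probe labeling 45 min, 25 °C / Technique: fluorescence polarization (mP), excitation 525 nm, emission 598 nm / Replication: singlicate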
L929 necroptosis: inhibitors of zVAD-triggered necroptosis, primary screen, L929 cells. L929 zVAD necroptosis rescue, ATP luminescence, 24 h; with zVAD 60 µM. viability rescue, % at 10 µM. actives 0.38% (n = 220,000);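 active means activation, scaled between plate controls, above about 75%, limit read from the data; inactive means activation under that limit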;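 further: 0% = zVAD with DMSO and 100% = DMSO alone without zVAD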
PERK inhibitor: block of dimerizer-induced PERK translation repression, primary screen, PERK inhibitor project, CHO PERK-DD cells, SEAP luminescence, HTS; inhibition, % at 5.6 µM; Eukaryotic translation initiation factor 2-alpha kinase 3 (Homo sapiens), Q9NZJ5; CHO PERK-DD fusion, SEAP luminescence translation reporter; actives 0.17% (n = 220,000);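 active means inhibition above the mean inhibition of all tested compounds plus 3 SD, set separately per screening campaign, cut at about 2.9% in these data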;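 further: PERK kinase domain activated by AP20187 dimerizer at 100 nM; 0% = DMSO with dimerizer and 100% = rapamycin at 8.4 µM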
Target sequence (Q9NZJ5 whole entry, looked up, the tested form may be a part): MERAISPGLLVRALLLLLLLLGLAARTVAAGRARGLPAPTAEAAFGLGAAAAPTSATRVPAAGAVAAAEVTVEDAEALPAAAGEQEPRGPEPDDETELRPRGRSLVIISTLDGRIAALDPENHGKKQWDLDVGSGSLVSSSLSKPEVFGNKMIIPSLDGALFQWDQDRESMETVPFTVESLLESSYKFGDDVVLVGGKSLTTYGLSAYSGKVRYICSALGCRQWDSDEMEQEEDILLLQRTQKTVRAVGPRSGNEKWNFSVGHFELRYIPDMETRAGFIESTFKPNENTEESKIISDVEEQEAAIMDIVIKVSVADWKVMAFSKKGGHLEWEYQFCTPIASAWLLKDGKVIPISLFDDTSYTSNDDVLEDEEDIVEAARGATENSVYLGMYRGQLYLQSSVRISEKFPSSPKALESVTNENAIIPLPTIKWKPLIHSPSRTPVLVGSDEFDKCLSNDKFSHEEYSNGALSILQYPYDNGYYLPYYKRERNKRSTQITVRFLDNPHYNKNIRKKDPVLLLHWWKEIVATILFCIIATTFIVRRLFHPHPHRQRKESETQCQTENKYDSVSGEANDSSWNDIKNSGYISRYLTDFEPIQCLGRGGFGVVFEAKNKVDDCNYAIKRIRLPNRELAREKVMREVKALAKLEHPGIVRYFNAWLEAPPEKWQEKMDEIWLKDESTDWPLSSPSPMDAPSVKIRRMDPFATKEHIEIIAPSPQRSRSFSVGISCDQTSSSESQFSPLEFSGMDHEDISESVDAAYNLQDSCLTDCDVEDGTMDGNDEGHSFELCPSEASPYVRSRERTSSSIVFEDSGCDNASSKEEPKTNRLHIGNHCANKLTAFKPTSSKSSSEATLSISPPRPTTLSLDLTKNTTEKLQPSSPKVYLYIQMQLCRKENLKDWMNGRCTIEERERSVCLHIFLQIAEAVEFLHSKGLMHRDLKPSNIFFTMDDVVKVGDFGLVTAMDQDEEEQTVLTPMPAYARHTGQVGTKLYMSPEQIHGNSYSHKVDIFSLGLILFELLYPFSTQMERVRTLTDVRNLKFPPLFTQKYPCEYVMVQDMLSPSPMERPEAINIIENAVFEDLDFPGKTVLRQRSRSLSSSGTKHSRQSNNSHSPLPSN
PGE2 EP2 inh: human EP2 receptor antagonists, primary screen, TR-FRET cAMP, C6 glioma cells | inhibition, % at 25 µM | C6 glioma cells expressing human EP2; cells stimulated with saturating PGE2 | Prostaglandin E2 receptor EP2 subtype (Homo sapiens), P43116 | actives 0.52% (n = 260,000);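 active means percent inhibition above 40 after rounding to a whole number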;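 further: rat C6 glioma host cells with rolipram phosphodiesterase inhibitor present; the protocol text gives 20 µM as final concentration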
EP2 modulator: EP2 receptor modulators, cAMP readout, primary screen, cell-based, HTRF cAMP, PGE2 stimulation; Prostaglandin E2 receptor EP2 subtype (Homo sapiens), P43116; EP2-expressing cells, cAMP HTRF FRET, PGE2 co-stimulation; induction, % at 25 µM; actives 0.83% (n = 260,000); AID 940, 2007;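 active means compounds whose cAMP rise, as percent of the full-agonist control response, exceeds 60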;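 further: rat C6 glioma line stably carrying human EP2 under a CMV promoter; the protocol text gives 20 µM as final concentration; 100% = response of wells given 1 µM PGE2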
Starred values were filed as active, the others as inactive; x = not tested or not shown; & = joins results of further samples. A portion of the library; the hit share may differ from the screen's.

SMILES	Runt-SMMHC FRET	Runt-CBFb FRET	TNF death inh	Hck Nef HTS	RBBP9 inh	L929 necroptosis	PERK inhibitor	PGE2 EP2 inh	EP2 modulator
OCC[n+]1ccc(/C=C/c2c[nH]c3ccccc23)cc1	-209.5	-203.9	0.2	-5.8	-5.1	0.2	0.8	12.8	-8.7
O=c1c2nnn(-c3cccc(F)c3)c2ncn1Cc1ccccn1	2.8	0.9	0.0	36.7	-0.9	3.5	0.3	2.7	-0.8
Cc1ccc2[nH]c(=O)c3cc(C(=O)N(C)c4ccccc4C)sc3c2c1	-3.9	-2.4	3.9	20.5	-10.6	0.9	-1.3	2.0	-20.7
O=C(Nc1ccccc1)C1(c2ccccc2)CC1(Cl)Cl (stereo unspecified)	-5.2	-0.3	2.6	-4.6	-5.7	x	-0.5	6.8	19.2
COC(=O)c1sc2nc(C)nc(SCC(=O)N3CCC(C(=O)O)CC3)c2c1C	-10.8	-1.0	-0.4	24.4	0.2	8.0	1.3	11.9	7.5
C=CCN1CC(C)/C(=N\O)CC1C (stereo unspecified)	1.2	-0.2	0.8	18.6	-3.5	0.6	0.0	4.4	18.9
c1ccc(-c2nc3cc4ccccc4cc3[nH]2)nc1	13.2	1.4	-3.6	4.4	-1.7	28.6	-0.1	4.5	-42.3
COc1cccc(N=Nc2c(=O)[nH]n3c(=O)cc(C)[nH]c23)c1	-8.6	-6.4	-3.7	2.5	9.3	-0.6	0.8	14.1	4.1
COc1ccc(OC)c(NC(=O)Nc2ccc(Cl)cc2)c1	-3.2	2.6	-0.4	-1.9	-0.1	-0.2	-0.9	17.2	-19.9
CC1(C)CC(=O)C(C=NCC(O)c2ccccc2)=C(O)C1 (stereo unspecified)	-4.1	1.1	1.0	0.8	-2.5	3.5	-0.4	1.6	9.4
O=c1c2ccc(Cl)cc2[nH]c(=S)n1CCC1=CCCCC1	-6.1	3.3	1.4	2.0	-2.0	-0.4	0.2	1.3	13.5
O=C(O)CCCC(=O)Nc1ccc(N2CCCC2)cc1	13.6	8.3	0.6	0.7	-6.0	0.1	-0.5	10.9&11.6	31.3&1.7
Cc1ccccc1C(C(=O)NC1CCCCC1)N(C(=O)c1ccccn1)c1cccnc1 (stereo unspecified)	1.5	-0.5	-0.3	20.5	-0.7	3.0	-1.1	7.6	25.0
CCCCN=C1NC(=O)C(CC(=O)Nc2ccc(Cl)cc2)S1 (stereo unspecified)	-2.4	-0.8	2.5	-0.5	-10.6	0.0	0.3	3.1	-27.2
COC(=O)Cc1cc(=O)[nH]c(/N=C(\N)Nc2ccccc2)n1	-0.4	1.9	-0.9	4.0	-7.9	0.3	1.1	2.8	3.7
CCOC(=O)c1cc[nH]c1CC(=O)NC	-2.8	-0.9	-0.3	16.4	-10.6	0.2	0.8	12.2	11.2
Cc1ccc2nc(-c3ccncc3)c(NC3CCCC3)n2c1	2.2	0.5	0.4	4.0	-0.3	-0.1	0.1	4.3	19.3
CCOCCCn1c(NN)nc2ccccc2c1=O	-3.8	0.2	0.8	4.8	-4.1	-0.2	0.2	5.2	-1.1
COc1ccccc1C(=O)OCCN1CCOCC1	-0.2	-0.4	-1.6	-5.6	-4.2	1.2	0.6	4.4	13.2
O=C(O)c1cc(-c2ccccc2Cl)n[nH]1	-3.1	1.2	0.0	0.6	2.5	0.5	1.6	20.4&15.3	5.8&16.0
O=C(NCc1ccccn1)C(=O)Nc1ccccc1	x	x	-0.3	16.1	-0.3	3.1	1.0	4.5	17.5
CC(C)CNc1nc(Oc2ccc(=O)[nH]n2)nc(N(C)C)n1	0.2	1.6	0.1	5.1	0.0	-0.1	0.9	1.8	17.5
CCOCCOC(=O)C1=C(C)Nc2ccc(C)cc2S1	11.4	2.0	-0.5	8.2	-4.2	1.2	-0.1	6.0	-2.8
COC(=O)CCC(=O)Nc1cccc(C(=O)Nc2cccc(Cl)c2)c1	-1.4	-0.2	-1.8	-1.2	-5.8	0.9	0.4	28.6	-73.2
Cc1cc([N+](=O)[O-])cc(C)c1OCC(=O)N/N=C/c1ccc(OC(=O)c2ccccc2)cc1	-0.7	0.5	0.5	1.0	-4.7	0.6	0.4	5.2	-49.6

Next entries
SMILES	Runt-SMMHC FRET	Runt-CBFb FRET	TNF death inh	Hck Nef HTS	RBBP9 inh	L929 necroptosis	PERK inhibitor	PGE2 EP2 inh	EP2 modulator
O=C(N/N=C/c1ccccn1)c1cc(-c2cccc3ccccc23)n[nH]1	2.1	-3.7	-0.4	1.6	-6.0	0.5	-0.6	8.8	-10.2
Cc1nc2sc(C(c3ccccc3)N3CCOCC3)c(O)n2n1 (stereo unspecified)	3.6	-2.9	-1.4	-9.3	2.4	-0.4	0.1	7.8	27.8
COc1ccc(CCn2nnnc2C(CC(C)C)N2CCN(c3ncccn3)CC2)cc1OC (stereo unspecified)	1.2	-1.1	1.0	1.9	-2.2	0.5	-0.3	x	1.2
Cc1ccc(S(=O)(=O)N2CCN(Cc3ccsc3)CC2)cc1	3.2	-0.7	1.0	21.9	0.3	0.8	1.6	8.9	-17.4
COCCn1c(SCC(=O)c2c[nH]c3ccccc23)nnc1-c1ccncc1	-0.3	0.5	0.9	2.9	1.4	-0.1	-0.4	3.6	-12.9
COc1cc(C(Nc2ccc(S(=O)(=O)NCC3CCCO3)cc2)C(=O)NC(C)(C)C)cc(OC)c1OC (stereo unspecified)	1.5	-2.8	6.6	14.9	-10.2	0.2	-0.6	7.2	1.1
COC(=O)c1[nH]c2ccccc2c1NC(=O)CN1CCN(C(=O)c2ccco2)CC1	72.9	-0.3	-1.2	2.6	0.3	-0.1	-1.8	16.7	-2.0
CC(C)[C@H](NC(=O)c1ccccc1)C(=O)O	2.0	-0.1	-0.3	-6.9	-10.8	0.1	-0.2	6.2	29.8
COc1ccc(OC)c(S(=O)(=O)Nc2ccc3c(c2)C(=O)OC3)c1	-3.0	1.1	-0.7	15.7	4.2	0.0	1.5	4.6	-28.7
C=CC(=O)NC(C)(C)Cc1ccccc1	0.5	-1.3	-1.5	0.1	0.3	0.1	2.2	10.3	10.3
COc1cc(C)cc(C(=O)O)c1C1=C(O)c2cccc(O)c2C(=O)C1=O	-4.0	4.4	-4.0	35.7	x	0.1	x	11.6	10.2
COc1cc(OC)cc(C(=O)OCc2ccc([N+](=O)[O-])cc2)c1	0.8	-2.0	1.5	32.0	-6.6	2.2	0.4	6.8	35.4
O=[N+]([O-])c1nn(-c2ccc3c(c2)OCCO3)n(O)c1=NC1CCCCCC1	1.3	0.0	-1.0	2.1	4.1	0.2	-0.5	7.0	26.4
Cc1csc(SCC(=O)Nc2sc3c(c2C#N)CCC3)n1	-1.7	4.1	-0.1	-0.2	-6.0	0.9	0.2	16.3	16.4
C=CCNC(=O)N1CCC(CO)(Cc2ccc(Cl)cc2)CC1	1.7	1.6	1.5	18.1	-4.6	0.7	0.0	3.4	6.9
O=C(NNC(=S)Nc1ccc(Cl)cc1)c1cccs1	0.1	2.0	0.2	18.2	2.1	-0.1	0.8	4.3	0.1
CCCc1nc2c([nH]1)c(=O)n(C)c(=O)n2C	-3.3	-0.4	-0.7	9.0	-13.2	1.1	0.4	9.5	-0.6
Nc1nc(CN2CCN(c3ccccc3F)CC2)nc(N2CCCc3ccccc32)n1	0.0	-3.0	0.6	-9.2	-2.7	4.7	0.8	10.3	-29.3
O=C(NNc1cc(Cl)ccc1Cl)C1CCC1	0.6	-2.3	3.9	5.6	-8.8	0.1	0.1	12.9	-18.7
COCCNC(=O)CSc1nc2ccccc2c(=O)n1CCC(=O)N1CCN(c2ccccc2)CC1	1.5	0.6	0.5	-0.9	-12.2	-0.6	1.3	2.7	21.7
O=C(Cn1c2c(c(-c3ccccc3)cc1=O)CCCC2)N1CCCCCC1	1.7	-1.4	1.0	-1.3	-2.1	x	0.0	9.8	51.6
COC(=O)CSc1nc2c(c(=O)n(C)c(=O)n2C)n1CCCc1ccccc1	1.0	-1.9	1.4	-4.4	-1.5	2.7	-0.2	16.7	24.5
CC/C(=N\NC(=S)NC(C)C)c1ccc(OC(F)F)cc1	-4.6	-1.5	-1.6	-2.0	-0.8	0.1	-0.2	4.6	-4.5
CC(C)CCNC(=O)C(C)N(C(=O)Cn1nnc(-c2ccc(F)cc2)n1)C1CCCC1 (stereo unspecified)	-0.2	-2.5	0.5	0.0	-4.2	-0.6	-1.0	5.2	34.0
CC1CC(C)CN(CCCNC(=O)c2cn(C)c3ccc(S(=O)(=O)N4CCCC4)cc3c2=O)C1 (stereo unspecified)	0.5	1.5	0.4	8.0	-9.1	-1.4	-0.6	8.3	-0.3

(further entries)
SMILES	Runt-SMMHC FRET	Runt-CBFb FRET	TNF death inh	Hck Nef HTS	RBBP9 inh	L929 necroptosis	PERK inhibitor	PGE2 EP2 inh	EP2 modulator
Cc1ccc(C)c(CN2C(=O)C3CCCN3c3ccc(C#N)cc32)c1 (stereo unspecified)	-4.3	0.1	-3.9	-0.8	-7.3	0.2	-0.8	9.2	13.5
Cn1nc(C(F)(F)F)c2cc(C(=O)Nc3ccc(F)c(Cl)c3)sc21	-2.3	1.4	0.2	11.8	-5.2	0.8	1.6	7.2	-52.1
O=C(Nc1ccncc1)Nc1ccccn1	1.6	-0.2	11.2	-9.6	-5.5	71.7	0.5	17.1	6.3
Cc1c(C(=O)NC(Cc2ccccc2)c2nc3ccccc3[nH]2)cccc1[N+](=O)[O-] (stereo unspecified)	-1.8	-1.3	6.0	-3.5	-7.1	x	-0.5	14.1	-23.2
CN(C(=O)Cn1nnc(-c2cccnc2)n1)C1CCCCC1	0.2	-0.5	4.5	11.6	-3.1	0.4	0.8	4.7	7.7
CCOCCCNS(=O)(=O)c1ccc2c(c1)CCN2C(C)=O	1.8	-2.5	-1.6	-19.8	-4.2	0.5	0.4	11.6	17.1
